# Assay outcomes: PubChem BioAssay, several laboratories
# PAD4 inh – inhibitors of human PAD4 | AID 485272 | Q9UM07 | recombinant PAD4, RCA probe fluorescence polarization | 330,000 tested, 0.41% active | inhibition, % at 6.36 µM;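 active = percent inhibition above a cutoff equal to the mean of all tested compounds plus 3 SD, cut at about 15% in these data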;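 note: 0% = PAD4 with RCA probe and DMSO and 100% = probe without PAD4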
# Target sequence (Q9UM07 whole entry, looked up): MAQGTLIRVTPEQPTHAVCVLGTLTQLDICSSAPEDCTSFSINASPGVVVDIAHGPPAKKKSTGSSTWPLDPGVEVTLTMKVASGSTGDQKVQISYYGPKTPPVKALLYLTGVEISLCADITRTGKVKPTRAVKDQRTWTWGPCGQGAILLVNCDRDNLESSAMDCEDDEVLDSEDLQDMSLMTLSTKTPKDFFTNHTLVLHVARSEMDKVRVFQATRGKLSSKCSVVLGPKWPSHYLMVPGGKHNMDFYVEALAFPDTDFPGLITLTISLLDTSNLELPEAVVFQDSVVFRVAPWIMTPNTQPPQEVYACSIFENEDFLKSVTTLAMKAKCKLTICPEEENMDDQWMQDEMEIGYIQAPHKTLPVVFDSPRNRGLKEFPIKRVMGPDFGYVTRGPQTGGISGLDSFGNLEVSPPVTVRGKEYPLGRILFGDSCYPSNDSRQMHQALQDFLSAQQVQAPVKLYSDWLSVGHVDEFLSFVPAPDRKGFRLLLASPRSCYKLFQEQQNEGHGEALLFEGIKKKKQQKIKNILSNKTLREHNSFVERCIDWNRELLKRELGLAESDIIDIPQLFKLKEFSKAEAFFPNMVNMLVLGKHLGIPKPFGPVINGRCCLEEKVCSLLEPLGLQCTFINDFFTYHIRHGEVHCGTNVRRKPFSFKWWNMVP
# GSTO1 counter – counter-screen for RBBP9 inhibitors: inhibitors of human GSTO1. recombinant GSTO1, activity-based probe fluorescence polarization. inhibition, % at 5.96 µM. 300,000 tested, 1.1% active. P78417. AID 1974;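 active = inhibition above the campaign mean inhibition plus 3 SD, cut at about 35% in these data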;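 note: 0% = GSTO1-1 with DMSO and 100% = wells lacking GSTO1-1 enzyme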
# MEX-5 binding – C. elegans MEX-5 TCR-2 RNA binding activity. MEX-5/FITC-TCR2 RNA binding, fluorescence polarization; stronger effect = lower value. activity score (negative = inhibition of binding), % at 10 µM. 300,000 tested, 0.38% active;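 active = inhibition past about -25% in most replicates, and total fluorescence under double the plate's negative control median, limit read from the data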;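 note: 0% = DMSO and -100% = 5 µM competing unlabeled TCR2 RNA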
# PME-1 inh – blocks human protein phosphatase methylesterase 1; Q9Y570; AID 2130; recombinant PME-1, FP-Rh probe fluorescence polarization; inhibition, % at 5.9 µM; 320,000 tested, 0.53% active;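 active = inhibition above the campaign mean of all compounds plus 3 SD, cut at about 26% in these data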;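 note: competitive labeling of PME-1 active site by serine hydrolase directed probe; 0% = PME-1 with DMSO and 100% = wells lacking PME-1 enzyme; inhibitors block probe labeling so polarization falls and inhibition rises; many of its hits are not listed in these tables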
# TPT1 inh – blocks Candida albicans tRNA 2'-phosphotransferase; inhibition, % at 5 µM; recombinant caTPT1, FP RNA substrate dephosphorylation; 300,000 tested, 0.81% active; AID 1962;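 active = inhibition above the mean of all tested compounds plus 3 SD, set per screening campaign, cut at about 24% in these data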;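 note: plate controls were DMSO alone for no effect and ferristatin control at 100 nM for full effect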
# Bcl-xL primary – Bcl-xL (human) inhibition; GST-Bcl-xL / FITC-Bim BH3 peptide fluorescence polarization; inhibition, % at 10.9 µM; 320,000 tested, 0.7% active;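 active = inhibition above the mean of all tested compounds plus 3 SD, cutoff set per campaign, cut at about 30% in these data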;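 note: 0% = DMSO wells and 100% = unlabeled Bim-BH3 peptide competitor; inhibitors lower millipolarization by displacing the labeled peptide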
# Target sequence (Q07817 whole entry, looked up): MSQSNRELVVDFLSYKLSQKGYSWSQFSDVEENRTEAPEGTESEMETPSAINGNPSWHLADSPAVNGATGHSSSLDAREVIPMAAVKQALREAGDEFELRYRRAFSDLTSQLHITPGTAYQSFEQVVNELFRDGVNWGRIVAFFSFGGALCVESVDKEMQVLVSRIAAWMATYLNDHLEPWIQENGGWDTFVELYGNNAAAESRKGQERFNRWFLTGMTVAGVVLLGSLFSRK
# MCL1 BIM primary – inhibitors of human MCL1 binding to BIM-BH3 peptide | GST-MCL1 / FITC-Bim-BH3 fluorescence polarization | inhibition, % at 10.9 µM | 320,000 tested, 0.68% active;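 active = inhibition above the mean inhibition of all tested compounds plus 3 SD, set per campaign, cut at about 40% in these data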;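 note: 0% = DMSO wells and 100% = unlabeled Bim-BH3 peptide control; higher means more loss of mP so more displacement of Bim peptide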
# Fam108B inh – Fam108B inhibition, counter-screen for RBBP9 inhibitors. recombinant Fam108B, FP-Rh probe fluorescence polarization. inhibition, % at 9.51 µM. 300,000 tested, 0.33% active. AID 1947;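 active = inhibition above the screen mean inhibition plus 3 SD, computed separately per campaign, cut at about 18% in these data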;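 note: inhibitors lower polarization as less probe binds the enzyme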
# GLD-1 RNA inh – GLD-1-TGE RNA interaction inhibition (C. elegans); purified GLD-1 + fluorescein TGE RNA, fluorescence polarization; Q17339; inhibition, % at 5.96 µM; 320,000 tested, 0.44% active;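 active = percent inhibition above a per-plate cutoff, the plate mean of test compounds plus 3 SD, cut at about 30% in these data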;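 note: 0% = DMSO wells with GLD-1 and probe and 100% = wells lacking GLD-1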
# * hit, by the source's call; . = not tested or not shown.
SMILES,PAD4 inh,GSTO1 counter,MEX-5 binding,PME-1 inh,TPT1 inh,Bcl-xL primary,MCL1 BIM primary,Fam108B inh,GLD-1 RNA inh
O=S(=O)(/N=C(/Nc1ccc(Cl)cc1Cl)c1ccccc1)c1cccs1,-7,-1,0.1,4,-1,-4,-8,-2,0
Cc1occc1-c1nnc(SCC(=O)NC2CCCC2)n1C,-4,13,2.3,2,-2,2,-3,-3,-4
CCc1ccc(CNC(=O)CCCn2nc(C)n3ccnc3c2=O)cc1,-4,6,-1.1,-7,-3,6,-1,-1,5
Cc1ccc(NC(=O)C2CCN(c3cnccn3)CC2)cc1C,3,-2,0.3,-3,-3,1,2,5,-1
COc1ccc(CNC(=O)COC(=O)C2CC3C=CC2C3)cc1 (configuration not stated),-4,13,-1.8,0,1,-7,-17,0,5
CCCCC(=O)Nc1nc2ccc3nc(C)sc3c2s1,-1,-5,3.7,-8,-1,4,2,-7,0
COc1ccc(N2CC(NC(=O)NCC(C)C)CC2=O)cc1 (configuration not stated),-3,4,-0.4,1,-1,4,0,0,-2
O=C(NCCC1=CCCCC1)C1CCN(S(=O)(=O)c2cccc3nonc23)CC1,-9,-5,-1.9,-2,4,4,6,-1,-7
Cc1onc(-c2ccccc2Cl)c1C(=O)N1CCCCC1C (configuration not stated),-3,2,-0.6,-6,0,-2,-5,-2,-1
Cc1ccc(OCc2nc(-c3cccnc3)no2)cc1C,2,1,0.6,-5,-4,4,2,0,1
CC(=O)CCc1ccc(OCC(O)CNC2CCCc3ccccc32)cc1 (configuration not stated),2,-7,-1.7,4,-3,7,6,2,-1
COc1ccc(OC)c(/C=N/NC(=O)c2cccc3ccccc23)c1,-3,-6,-1.4,-5,22,-24,-43,0,-45
O=C(COc1ccccc1)N/N=C/c1ccc([N+](=O)[O-])o1,-6,15,-4.6,4,1,7,16,1,4
O=C(NCc1ccccn1)c1ccc(Cl)c(S(=O)(=O)Nc2ccccc2C(=O)NCc2ccccn2)c1,0,4,-2.7,-4,-6,4,6,0,3
Cc1cc(C)n2nc(C(=O)OCC(=O)N3CC(C)CC(C)C3)nc2n1 (configuration not stated),-2,-16,-2.4,-1,-1,-2,-3,2,-2
COc1cc(/C=C2\C(=O)ON=C2c2ccc(Cl)cc2)ccc1O,-5,10,1.3,-14,13,-8,-22,-1,-9
C/C(=N\NC(=O)CCc1c[nH]c2ccccc12)c1ccc([N+](=O)[O-])cc1,2,-4,1.2,14,0,-1,0,5,8
CNC(=O)c1cc2c(s1)CCCCCC2,1,-1,-1.1,0,-1,2,1,3,-1
CCN(Cc1ccccc1)S(=O)(=O)c1ccc(OC)cc1,-3,0,-1.0,-1,0,6,2,1,3
CCOc1ccc(OCC)c(NC(=O)CSCCc2ccccn2)c1,-2,-7,1.3,3,0,6,6,2,-4
CCOc1ccccc1N1CCN(C(=O)NC(C)c2ccc(F)c(F)c2)CC1 (configuration not stated),-2,5,-3.9,1,1,-3,2,-2,-3
CCCc1nnc(NC(=O)CN2C(=O)C3C4C=CC(C4)C3C2=O)s1 (configuration not stated),2,0,0.6,2,-6,11,11,-1,2
CCOC(=O)c1ccc(NC(=O)CCc2c(C)nc3ncnn3c2C)cc1,1,6,2.3,0,3,-1,3,2,7
COC(=O)c1ccc(Nc2ccc3nonc3c2[N+](=O)[O-])cc1,1,4,3.6,-4,3,-1,-10,-6,6
CC(=O)c1ccc(N2CCN(CC(=O)Nc3cc(C)on3)CC2)cc1,-2,7,-2.7,-6,5,-6,-4,2,2
# Further records.
SMILES,PAD4 inh,GSTO1 counter,MEX-5 binding,PME-1 inh,TPT1 inh,Bcl-xL primary,MCL1 BIM primary,Fam108B inh,GLD-1 RNA inh
CCCCCNC1=CC(=O)CC(c2ccccc2)C1 (configuration not stated),-1,6,-2.1,6,0,3,1,11,0
COc1ccc(-n2ncc3c(NCc4ccc5c(c4)OCO5)ncnc32)cc1,1,3,2.8,8,-3,7,8,-1,3
Cc1cc(=O)n2cc(-c3ccccc3)nc2[nH]1,-3,4,0.2,7,-1,1,9,8,10
O=C(O)c1sccc1Oc1ccc(F)cc1[N+](=O)[O-],1,8,-1.6,4,-9,3,9,6,2
O=C(C(c1ccccc1)c1ccccc1)N1CCCc2ccccc21,0,-9,0.7,0,0,-1,-2,-1,-5
O=C(Nc1ccccc1Oc1ccccc1)C1=COCCO1,1,1,2.9,5,1,5,-1,-6,-2
CCN(CC)S(=O)(=O)c1cccc(NC2=NCC(C)S2)c1 (configuration not stated),5,3,-1.5,-4,-1,0,-2,-1,4
CCCN(CC(=O)Nc1ccccc1C)C(=O)C1CC(=O)N(c2ccccc2C(C)CC)C1 (configuration not stated),-2,.,.,7,.,4,1,.,5
CCC(C(=O)NC1CCCC1)n1nc(C)n2c(cc3occc32)c1=O (configuration not stated),1,15,3.0,1,-1,12,-1,2,4
CC1Cc2cc(/C(O)=C3/C(=O)C(=O)N(CCN4CCOCC4)C3c3cccc(Cl)c3)ccc2O1 (configuration not stated),-1,7,0.8,1,1,5,11,5,-2
O=C1CN(c2ccc(Br)cc2)C(=O)N1CC(=O)N1CCCc2ccccc21,-3,1,1.3,1,1,1,0,-2,-5
O=C(NCC(c1ccco1)N1CCc2ccccc2C1)c1ccccc1 (configuration not stated),0,10,-1.4,3,3,3,7,0,1
O=C(Nc1cccnc1)Nc1cccc(F)c1,0,4,0.5,-3,-3,0,13,-1,1
Cc1ccc(C(=O)NC(=S)Nc2ccc(S(=O)(=O)N3CCN(C)CC3)cc2)cc1,0,-13,-1.8,4,-1,8,18,-3,5
O=C(NC1CCCN(CCc2ccccc2)C1)c1c[nH]c2ccccc12 (configuration not stated),-2,-8,0.6,-4,6,-6,-7,-7,0
CCC1=NN(C(=O)c2cccc([N+](=O)[O-])c2)C(O)(c2ccc(C)cc2)C1 (configuration not stated),-4,9,-3.4,7,-1,4,3,5,0
CN(C(=O)CSc1nnc(-c2ccccc2)c(-c2ccccc2)n1)C1CCS(=O)(=O)C1 (configuration not stated),2,2,2.4,4,-1,3,3,1,-2
CN(C)CCCNC1=CC(=O)CC(c2ccccc2)C1 (configuration not stated),-5,0,2.9,6,5,1,2,-5,-2
O=C(CN(CC1CCCO1)S(=O)(=O)c1ccc(S(=O)(=O)NC2CC2)cc1)Nc1ccccc1 (configuration not stated),-1,-1,1.0,7,-11,-2,-3,4,-3
C=CCn1c(=O)c2c(nc(Br)n2Cc2ccccc2Cl)n(C)c1=O,0,-7,-1.5,7,-1,-2,-7,0,1
Cc1cc(C)c(OCC(=O)N(Cc2ccc(N(C)C)cc2)C2CCS(=O)(=O)C2)c(C)c1 (configuration not stated),1,-3,0.5,1,-1,1,1,1,1
CC(OC(=O)c1cccc(NS(C)(=O)=O)c1)C(=O)Nc1ccc2c(c1)OCO2 (configuration not stated),-1,.,.,-8,.,-1,1,.,2
CCOC(=O)C(CCCOc1ccc(C(C)CC)cc1)C(=O)OCC (configuration not stated),4,12,1.8,0,2,4,0,-2,7
CSS(=O)(=O)c1cccc2cccnc12,-1,5,-6.3,1,2,-49,-69,1,7
CCc1noc(C)c1C(=O)N1CCN(S(=O)(=O)c2ccc(Br)cc2)CC1,-4,1,1.3,2,-1,2,-5,-2,7

# The last 2 compounds of the section above are carried over, then new ones follow:
SMILES,PAD4 inh,GSTO1 counter,MEX-5 binding,PME-1 inh,TPT1 inh,Bcl-xL primary,MCL1 BIM primary,Fam108B inh,GLD-1 RNA inh
CSS(=O)(=O)c1cccc2cccnc12,-1,5,-6.3,1,2,-49,-69,1,7
CCc1noc(C)c1C(=O)N1CCN(S(=O)(=O)c2ccc(Br)cc2)CC1,-4,1,1.3,2,-1,2,-5,-2,7
O=c1nc(N2CCOCC2)ccn1-c1nc(-c2ccccc2)sc1-c1ccccc1,4,3,2.6,-5,-2,5,8,5,7
CC(C)(C)c1ccc(S(=O)(=O)N2CC(C(=O)O)Oc3ccc(Cl)cc32)cc1 (configuration not stated),-6,-3,-0.8,1,-2,8,-3,2,2
CN(C)CC(C)(C)CNS(=O)(=O)c1ccc(Cl)cc1,-2,1,0.9,-3,-1,8,6,0,-5
CCOCCCNC(=O)c1ccc2c(=O)n(Cc3ccc(OC)cc3)c(=O)[nH]c2c1,13,-4,3.4,-5,-2,4,5,2,0
CC(C)OCCCNC(=O)c1ccc(CS(=O)(=O)c2cccc(C(F)(F)F)c2)o1,8,3,-1.9,-9,-3,4,9,-2,1
CC1(C)Oc2ccc3ccc(=O)oc3c2/C(=C/NNC(N)=O)C1=O,-6,-1,-0.2,3,2,-1,0,0,2
COc1cc(C(=O)OCC#N)ccc1OCc1c(C)noc1C,-1,-2,1.7,3,-2,4,-4,-5,1
Cc1ccc(C2=NOC(C)(c3nnc(-c4ccccc4)o3)C2)cc1 (configuration not stated),-4,6,-1.4,6,-1,6,13,1,-3
O=[N+]([O-])c1ccc(OCCn2cncn2)cc1,-1,0,1.3,1,2,0,1,2,1
Cc1cccc(NC(=O)Nc2cccc(Oc3c(F)c(F)c(F)c(F)c3F)c2)c1,0,-6,1.4,-68,1,6,7,-53,3
CC(C)C(=O)Nc1nnc(S(=O)(=O)N2CCc3ccccc32)s1,-5,-12,0.0,-5,2,4,4,-6,9
CCOc1ccccc1OCCOCCOc1c(Cl)cccc1Cl,1,-3,0.9,6,-2,6,5,-1,7
CSC1=NC(C)(C)C=C(/C=C/c2ccc(Cl)cc2)N1,-2,17,0.4,-5,-6,3,5,-1,-5
CCN(C(=O)CSc1ncccn1)C1CCS(=O)(=O)C1 (configuration not stated),-1,2,-1.8,4,1,-1,-9,1,-1
Cc1cccc(OCc2nnc(SCC(=O)O)n2-c2ccccc2)c1,5,-1,0.5,1,-2,-5,-15,-1,-7
O=C(NC1CCCCC1)C(=S)NCCc1ccccc1,1,6,-2.8,-6,2,3,-4,-5,-2
Cc1ccc(S(=O)(=O)CCC(=O)OC(C)C(=O)NC2CCCCC2C)cc1 (configuration not stated),0,10,2.8,0,0,-2,-2,-3,1
Cc1cc(Oc2ccc(Cl)cc2)nc(-c2ccccc2O)n1,-11,-10,1.3,-9,-5,1,-6,-11,2
CCOC(=O)c1c(S(=O)(=O)N2c3ccccc3CC2C)c(C)n(C)c1C (configuration not stated),-4,-4,-0.1,0,0,5,-2,1,3
CC(C)[C@H](NC(=O)N1CC(=O)Nc2ccccc21)C(=O)N[C@H](C(=O)O)c1ccccc1,2,2,1.5,-1,-1,-1,5,-1,-1
NS(=O)(=O)c1ccc(CCNC(=O)c2cnc(Cl)c(Cl)c2)cc1,-3,-4,4.3,7,-1,-1,-14,5,-4
O=C(CSc1nnnn1-c1cccc2c1CCCC2)N1CCCCC1,1,5,-2.0,-2,1,0,-1,2,-6
O=Nc1c(O)c2ccccc2c2ccccc12,-2,78*,-8.5,35*,0,6,5,15,2
COc1ccc(NC(=S)N(CCc2c(C)[nH]c3ccc(C)cc23)Cc2cccnc2)cc1,2,0,-0.9,7,-1,10,9,1,5
CC(C)Cc1nnc(NC(=O)CCC(=O)NC2CC2)s1,1,-6,-0.3,-4,0,6,3,1,1
CCN(CC)CCn1c(O)c(N=O)c2ccccc21,2,4,-3.0,-2,-6,-1,-1,3,1
Cc1cc(=O)[nH]c(SCC(=O)Nc2ccc3c(c2)CCC3)c1C#N,-4,.,.,-2,.,6,-1,.,0

# Not all compounds are listed; count on the stated rates, not on these rows.
